Mot1-301 SUMO – SUMOylation pathway inhibition by Mot1-301 growth rescue; AID 2716; S. cerevisiae Mot1-301 growth rescue, ATP luminescence, 38.5C; percent above DMSO median, 100 means doubled; 320,000 tested, 1% active; growth rescue, % at 18.8 µM;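 active means every valid replicate shows activation above 250% relative to neutral control wells; inactive means the rest, any valid replicate at or below 250%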;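 further: OY570 slx delta 5 strain wells were the positive control but not used for scaling; some compounds called inactive have numbers as strong as hits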
PvdQ acylase – blocks Pseudomonas aeruginosa PvdQ acylase activity; 340,000 tested, 0.063% active; purified PvdQ acylase, fluorescence plate reader; inhibition, % at 10 µM; AID 488965; in the data active means inhibition above about 30%, passing the limit was not always enough;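 further: 0% = vehicle neutral wells and 100% = reference inhibitor wells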
Rtt109 HAT inh – C. albicans Rtt109 histone acetyltransferase inhibition; 330,000 tested, 0.16% active; purified Rtt109/Vps75, ThioGlo CoA-SH fluorescence, 4 h; AID 540336; Q5AAJ8; inhibition, % at 34.9 µM;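 active means inhibition of at least 50% in every replicate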
Target sequence (Q5AAJ8 whole entry, looked up): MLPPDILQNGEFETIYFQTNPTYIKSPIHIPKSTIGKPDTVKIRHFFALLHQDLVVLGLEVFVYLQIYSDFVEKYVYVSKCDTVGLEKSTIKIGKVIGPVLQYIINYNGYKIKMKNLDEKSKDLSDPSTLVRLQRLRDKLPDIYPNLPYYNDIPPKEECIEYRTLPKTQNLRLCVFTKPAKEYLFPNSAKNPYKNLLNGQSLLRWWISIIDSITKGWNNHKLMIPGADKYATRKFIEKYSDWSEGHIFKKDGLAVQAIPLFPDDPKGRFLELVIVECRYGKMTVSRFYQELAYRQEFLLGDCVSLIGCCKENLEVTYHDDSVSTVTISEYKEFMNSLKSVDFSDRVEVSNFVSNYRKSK
C-LANA FP – KSHV C-LANA DNA binding inhibition. MBP-C-LANA/FAM-LBS DNA binding, fluorescence polarization. inhibition, % at 9 µM. 340,000 tested, 0.078% active. AID 504423;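 active means highest replicate inhibition at or above 60% at 9 µM, even if other replicates fall short; inactive means all replicates below 60% inhibition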;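 further: 0% = neutral control wells and 100% = 4 µM acridine orange control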
CDK5 inh – CDK5/p35 (human) kinase inhibition | inhibition, % at 10 µM | Q00535+Q15078 | Recombinant CDK5/p35, ADP-Glo luminescence, 60 min | AID 488839 | 330,000 tested, 0.01% active;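 active means highest replicate inhibition of at least 50% and at least 75% of replicates reaching 50%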;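 further: plate controls were DMSO neutral control for no effect and GW8510 at 10 µM for full effect; many of its hits are not listed in these tables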
Target sequence (Q00535 whole entry, looked up): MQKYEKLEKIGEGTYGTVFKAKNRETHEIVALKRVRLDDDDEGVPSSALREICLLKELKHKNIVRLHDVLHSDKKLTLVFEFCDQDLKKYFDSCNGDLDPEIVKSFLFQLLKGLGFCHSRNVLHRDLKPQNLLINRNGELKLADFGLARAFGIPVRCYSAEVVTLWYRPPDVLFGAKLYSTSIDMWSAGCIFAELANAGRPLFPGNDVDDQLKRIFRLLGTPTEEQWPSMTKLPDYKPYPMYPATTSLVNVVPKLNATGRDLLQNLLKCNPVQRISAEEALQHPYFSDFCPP
Target sequence (Q15078 whole entry, looked up): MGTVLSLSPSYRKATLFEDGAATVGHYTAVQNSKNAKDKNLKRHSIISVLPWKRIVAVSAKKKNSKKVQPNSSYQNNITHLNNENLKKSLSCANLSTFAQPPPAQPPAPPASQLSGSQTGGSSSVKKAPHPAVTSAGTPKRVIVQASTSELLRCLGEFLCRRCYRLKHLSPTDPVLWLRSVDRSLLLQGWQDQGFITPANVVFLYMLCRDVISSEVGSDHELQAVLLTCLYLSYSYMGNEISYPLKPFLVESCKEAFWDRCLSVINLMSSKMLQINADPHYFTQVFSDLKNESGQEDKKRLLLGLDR
Cardiac RTF inh – cardiac RTF calcium desensitization; 340,000 tested, 0.12% active; IANBD-labeled cardiac RTF, Ca2+ fluorescence; inhibition, % at 7.15 µM;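 active means inhibition above the mean inhibition of all tested compounds plus 3 SD, cut at about 17% in these data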;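 further: assay run at fixed EC70 calcium of 1.6 mM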
dFosB act – enhances mouse delta FosB homodimer DNA binding | P13346 | purified delta FosB, TAMRA-CDK5 oligo fluorescence polarization; percent of positive-control signal above neutral wells | activation, % at 25 µM | 340,000 tested, 0.99% active | AID 493131;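 active means mean activation above about 17%, with every replicate also reaching it, limit read from the data, passing the limit was not always enough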;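 further: fluorescence polarization rise as delta FosB binds a TAMRA Cdk5 AP-1 oligo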
cardiac RTF act – increases calcium sensitivity of human cardiac regulated thin filaments. 340,000 tested, 0.24% active. P19429+P45379. IANBD-labeled TnC RTF fluorescence at EC20 calcium; 0% EC20 calcium, 100% full calcium. activation, % at 7.2 µM;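 active means activation above the mean over all tested compounds plus 3 SD, cut at about 30% in these data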;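 further: rise in fluorescence read as greater calcium sensitivity of cardiac thin filaments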
PfHsp90 set2 – growth inhibition of yeast expressing Plasmodium Hsp90; inhibition, % at 9.4 µM; AID 504621; 310,000 tested, 0.32% active; S. cerevisiae expressing PfHsp90, BacTiter-Glo ATP, 48 h; yeast lacking PDR1 and PDR3 efflux regulators;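 active means every replicate shows inhibition above about 80%, whatever the replicate mean, limit read from the data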;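 further: 0% = DMSO neutral controls and 100% = 20 µM radicicol positive controls; yeast relying on Plasmodium falciparum Hsp90 in place of its own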
NSD2 HMT inh – NSD2 (human) methyltransferase inhibition | 310,000 tested, 0.54% active | O96028 | NSD2 peptide methylation, AlphaScreen, 120 min | inhibition, % at 12.5 µM; in the data active means inhibition above about 50%
Keap1 Nrf2 FP – Keap1-Nrf2 (human) interaction inhibition | Q14145 | inhibition, % at 9.4 µM | Keap1 Kelch-Nrf2 peptide fluorescence polarization, 1536-well | 340,000 tested, 0.15% active; in the data active means inhibition above about 12%;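 further: human Keap1 Kelch domain with fluorescein labeled Nrf2 9mer peptide probe; 0% = neutral control wells and 100% = peptide positive control; higher means more block of Keap1 binding to Nrf2 peptide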
Active calls of the source: *; i = inactive; / = not tested or not shown; + = active, no number.

canonical_smiles,Cardiac RTF inh,Mot1-301 SUMO,cardiac RTF act,dFosB act,Keap1 Nrf2 FP,PvdQ acylase,CDK5 inh,NSD2 HMT inh,Rtt109 HAT inh,PfHsp90 set2,C-LANA FP
COC(=O)C1CCN(C(=O)c2ccc(NC(C)=O)cc2)CC1,-7,-21,-1,-6,0,-13,-1.5,-1,0,7,-1.5
Cc1cccc(-c2noc(CCCC(=O)NCC3CCCO3)n2)c1 (centres undefined),-2,153,-3,-10,0,-11,-1.8,-3,-9,7,-1.2
C=CCSc1nnc(-c2nnc(SCC=C)n2CC)n1CC,-2,/,-3,-6,-6,-7,-1.6,-7,2,-2,-0.4
ON=C1CCN(c2ncc(C(F)(F)F)cc2Cl)CC1,-4,-5,-2,0,4,0,0.2,-4,15,-1,-0.5
O=P(OC1CCCCC1)(OC1CCCCC1)C(O)c1c(Cl)cccc1Cl (centres undefined),-3,9,3,-11,2,10,-1.1,1,5,-65,-1.9
COc1ccc(C2C(=O)N(C3CCCCCC3)CC(=O)N2Cc2ccccc2)cc1OC (centres undefined),-8,-24,1,3,-3,-13,-0.5,2,0,6,-1.3
COc1ccc2ccccc2c1C1CC(=O)N2CN(Cc3ccco3)CSC2=C1C#N (centres undefined),-4,-10,6,-10,-7,-16,1.7,/,4,1,-0.8
COc1cc2c(c(OC)c1OC)-c1c(cc3c(c1OC)OCO3)C[C@H](C)[C@@](C)(O)C2,1,6,-4,-1,-3,0,-1.2,/,0,7,-2.3
CC(=O)Nc1ccc(S(=O)(=O)NCc2ccc3c(c2)cc(C)n3C)cc1,-9,3,1,-11,-3,-12,2.1,/,-7,3,-0.5
Cn1cc(CNC(=O)C23CC4CC(CC(C4)C2)C3)cn1,3,16,-5,2,1,-4,-1.1,-4,/,-1,-0.9
Cc1ccc(-n2ncc(Br)c(Br)c2=O)cc1,-2,/,3,-6,-8,-12,2.7,7,-6,-23,1.4
O=C(CC1C(=O)NCCN1C(=O)Nc1ccccc1)Nc1ccc(F)cc1 (centres undefined),2,-9,0,-8,-1,-11,-0.9,-4,-16,27,-0.3
COC(=O)c1ccc(S(=O)(=O)N2CCCN(Cc3ccc(F)cc3)CC2)n1C,1,-11,3,-5,-3,16,0.8,9,11,-4,0.0
O=C(NNC(=O)c1ccc(-c2ccccc2)cc1)Nc1ccc(F)cc1F,-6,-16,-6,30*,-6,-11,1.7,1,1,-8,0.6
CC1CN(c2ccc([N+](=O)[O-])cc2Cl)CCN1S(C)(=O)=O (centres undefined),3,-16,-1,-3,-2,-3,-0.1,-42,-1,11,-0.3
COc1ccc(NS(=O)(=O)c2ccc(C(=O)N(C)Cc3cccs3)cc2)cc1,-15,/,-3,-3,-5,-1,-2.0,-2,-3,/,0.6
C=CCn1c(=O)c2c(nc3n2CCS3)n(C)c1=O,3,3,-4,-6,1,3,-0.9,-2,8,-5,-1.4
O=C(CCc1ccc(S(=O)(=O)N2CCOCC2)cc1)OCC(=O)c1ccccc1,-3,19,37*,-4,-9,-12,-0.2,-3,-2,65,0.3
CC1=Nn2c(nnc2-c2ccccn2)SC1,-6,8,1,-2,2,-14,-3.7,-2,9,/,-0.4
CC(=O)NC(CC(=O)NNC(=O)c1cccs1)c1ccccc1 (centres undefined),-1,i,-6,10,1,2,0.6,-2,14,7,3.8
CSc1nnc(C)c(=O)n1COC(=O)c1ccccc1,-20,-19,0,-7,-4,-11,-0.7,0,-7,31,-1.3
CCOc1ccccc1-c1nc(CN2CCCC2c2nccs2)c(C)o1 (centres undefined),-3,370,6,-6,-8,5,-3.8,1,-6,1,-2.0
CC(=O)N1c2ccc(S(=O)(=O)N3CCCC(C(=O)NCc4ccc(Cl)cc4)C3)cc2CC1C (centres undefined),-6,-3,-4,-12,-3,-8,/,-4,-5,-2,-0.4
O=C(NCCO)c1nc(C(=O)c2ccc(Cl)cc2)c2ccccc2n1,4,7,5,-8,-7,-14,-1.3,/,1,9,-2.9
Cc1ccc(OCCNC(=O)Cc2ccc(F)cc2)cc1,5,-8,-6,-7,-4,-10,-1.9,-4,-12,0,-1.0
CC1CCN(C(=O)Cn2c3ccccc3c3nc4n(c(=O)c32)CCS4)CC1,-7,269,-6,-4,-2,-10,-0.9,0,-3,4,-1.1
O=C(CSc1nc2ncc(Cl)cc2[nH]1)N1CCC(Cc2ccccc2)CC1,-3,12,0,2,-3,9,-1.0,-2,-4,/,-0.4
Cc1ccc(NC(=O)Cn2nnc(-c3ccccc3-n3cnnn3)n2)c(C)c1,-2,-3,-1,4,2,1,-1.1,-1,-15,12,2.4
COC(=O)C1CSC2c3ccccc3C(=O)N12 (centres undefined),-1,9,7,-6,-5,-16,-1.9,-1,-23,-35,-0.5
CC1(C)Oc2ccc3ccc(=O)oc3c2[C@@H](O)[C@@H]1O,-3,6,-1,-5,-7,2,-5.9,/,5,10,-1.6
Cc1ccc(N(Cc2ccccc2)C(=O)c2cc(S(=O)(=O)N3CCOCC3)ccc2Cl)cc1,-14,-12,-12,2,-8,-4,-2.4,2,7,12,1.1
CCOC(=O)c1[nH]c(C)c(/C(O)=C2\C(=O)C(=O)N(CCCN3CCOCC3)C2c2cccs2)c1C (centres undefined),-3,-1,6,-9,-2,-14,-0.2,0,-4,2,-0.9
CCCc1cc(C(=O)Nc2cc(C)on2)no1,1,-3,0,1,-2,18,2.7,/,5,14,-0.4
CCNC(=S)Nc1ccc(N(c2ccccc2)C(C)C)cc1,-1,14,4,-1,1,-8,0.1,4,-3,-10,-1.2
C=CCn1c(SCc2ccc(C#N)cc2)nnc1-c1cccc(Cl)c1,-5,-11,-4,-9,-5,-13,0.8,0,1,0,0.8
COC(=O)NC(=C(Cl)Cl)S(=O)(=O)c1ccccc1,-9,1,-1,-3,-5,-12,0.0,5,-7,/,1.7
CSc1nc(N)nc2c1ncn2C1OC(CO)CC1O (centres undefined),-10,/,6,1,-1,-15,0.1,0,-1,-24,3.7
c1ccc(COc2ccc(OCCCCN3CCCCC3)cc2)cc1,4,268,9,0,-4,-17,-4.3,14,0,-9,-0.8
O=C(Nc1ccccc1N1CCCC1)C1=COCCO1,0,122,-1,3,-7,-10,0.6,3,9,3,0.8
Cn1c(=O)[nH]c(=O)c2c1nc(SCCO)n2CCCc1ccccc1,-8,-12,-8,0,-1,-3,-0.8,0,-2,11,-1.0
Cc1cc(=O)[nH]c(N/N=C/c2ccc(Cl)cc2Cl)n1,-9,0,4,-1,2,-11,-0.3,/,/,-47,-3.8
O=C(NNC(=O)c1ccccc1Br)c1ccc2nc[nH]c2c1,-3,-12,0,1,3,-1,-0.2,-4,0,3,1.9
CCOC(=O)N1CCC(NS(=O)(=O)c2cc(Br)cc3c2N(C(=O)CC)CC3)CC1,-6,15,-1,-5,-2,-6,0.6,1,3,-79,0.4
Cc1cccc(Nc2nc(N)c([N+](=O)[O-])c(NCc3ccccc3)n2)c1,/,9,/,39*,+,-11,-0.9,3,5,-5,/
CC1CCCN(Cc2nc3c(c(=O)n(C)c(=O)n3C)n2CC(=O)c2ccccc2)C1 (centres undefined),0,-3,1,-4,-6,-3,-1.4,/,-3,15,1.8
CS(=O)(=O)N(CC(=O)NC1CCCC1)c1ccc2c(c1)OCCO2,-4,-7,0,2,0,-6,-1.0,/,-3,-7,0.3
CC1(C)CC(=O)CC2(C1)NCC(c1ccccc1)c1c2[nH]c2ccccc12 (centres undefined),2,-15,4,-10,-1,5,-0.7,/,23,0,-0.2
CSC(=NCc1ccc(F)cc1)NS(=O)(=O)c1cccs1,17*,-13,-1,0,5,-6,0.6,-2,-3,-12,-3.1
O=C(CSc1nncs1)Nc1ccc(Cl)cn1,8,-4,0,-5,-1,6,1.1,-3,2,6,0.0
CCC(C)c1ccc(OCC(=O)O)cc1 (centres undefined),-6,-2,5,-1,-1,-14,-0.6,-1,-3,/,-1.4
COc1ccccc1C1CN(c2ccc(F)cc2F)N=C1c1cccs1 (centres undefined),4,1,-3,0,-10,-64,0.3,2,-6,7,-0.6
O=C(NCc1cccnc1)c1ccc(S(=O)(=O)Nc2ccccc2)cc1,-3,284,7,-16,-3,-14,0.5,/,-10,-9,0.4
Cc1ccc(-n2c(SCC(=O)NCCN3C(=O)CSC3=O)nnc2-c2ccccc2)cc1,-5,12,2,-2,-3,3,0.3,-1,-4,-2,3.5

Six structures out of the list, ordered by SMILES length, lowest first:
canonical_smiles,Cardiac RTF inh,Mot1-301 SUMO,cardiac RTF act,dFosB act,Keap1 Nrf2 FP,PvdQ acylase,CDK5 inh,NSD2 HMT inh,Rtt109 HAT inh,PfHsp90 set2,C-LANA FP
O=C(CSc1nncs1)Nc1ccc(Cl)cn1,8,-4,0,-5,-1,6,1.1,-3,2,6,0.0
CSc1nc(N)nc2c1ncn2C1OC(CO)CC1O (centres undefined),-10,/,6,1,-1,-15,0.1,0,-1,-24,3.7
C=CCn1c(SCc2ccc(C#N)cc2)nnc1-c1cccc(Cl)c1,-5,-11,-4,-9,-5,-13,0.8,0,1,0,0.8
O=C(NCc1cccnc1)c1ccc(S(=O)(=O)Nc2ccccc2)cc1,-3,284,7,-16,-3,-14,0.5,/,-10,-9,0.4
Cc1ccc(-n2c(SCC(=O)NCCN3C(=O)CSC3=O)nnc2-c2ccccc2)cc1,-5,12,2,-2,-3,3,0.3,-1,-4,-2,3.5
Cc1ccc(N(Cc2ccccc2)C(=O)c2cc(S(=O)(=O)N3CCOCC3)ccc2Cl)cc1,-14,-12,-12,2,-8,-4,-2.4,2,7,12,1.1

Sorted by the number under NSD2 HMT inh (largest number first): 3 from the list above.
smiles,Mot1-301 SUMO,cardiac RTF act,dFosB act,Keap1 Nrf2 FP,PvdQ acylase,CDK5 inh,NSD2 HMT inh,Rtt109 HAT inh,C-LANA FP
CCNC(=S)Nc1ccc(N(c2ccccc2)C(C)C)cc1,14,4,-1,1,-8,0.1,4,-3,-1.2
Cn1c(=O)[nH]c(=O)c2c1nc(SCCO)n2CCCc1ccccc1,-12,-8,0,-1,-3,-0.8,0,-2,-1.0
Cc1ccc(-n2c(SCC(=O)NCCN3C(=O)CSC3=O)nnc2-c2ccccc2)cc1,12,2,-2,-3,3,0.3,-1,-4,3.5

Screens: PubChem, several laboratories
